# m5-HT2A agonist: agonists of mouse serotonin 5-HT2A receptor (HTR2A). activation, % at 7.6 µM. P35363. 0.66% of 360,000 active. CHO-K1 mHTR2A beta-arrestin complementation, luminescence; percent of 30 µM serotonin response;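 active = activation above a run cutoff, the mean activation of all tested compounds plus 3 SD, cut at about 14% in these data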;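 note: 0% = plate median of compound wells and 100% = 30 µM serotonin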
# Cardio protect: myocardial damage modulation in H9c2 cells | H9c2 cardiomyocytes, H2O2 injury protection, ATPLite, 2 h | protection from H2O2 cell death, % at 20 µM | 0.63% of 360,000 active | AID 588492;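 active = compounds giving at least 50% protection of heart cells from peroxide-induced death in the single-dose screen, raw or plate-pattern-corrected value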;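 note: 0% = DMSO wells with peroxide and 100% = DMSO wells without peroxide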
# CaV13 ICDI inh: Primary screen for inhibitors of IQ motif and Ca2+-dependent inactivation inhibitor domain binding in CACNA1D, Förster resonance energy transfer in living cells, … | HEK cells, CFP/YFP FRET ICDI-IQ, plate reader, 10 min; percent FRET-ratio fall versus neutral wells | inhibition, % at 12.3 µM | 0.098% of 340,000 active | AID 743397;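 active = mean replicate inhibition of at least 30% and at least 1% of replicates passing that level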;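 note: 0% = median of the neutral control wells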
# NR2E3 ag-1: human photoreceptor-specific nuclear receptor agonism | Q9Y5X4 | CHO-S Gal4-NCOR/VP16-NR2E3 two-hybrid, luciferase | inhibition of corepressor binding, % at 3.98 µM | 0.35% of 360,000 active | AID 602229;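 active = inhibition above the mean of all tested compounds plus 3 SD, cut at about 70% in these data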;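 note: 0% = DMSO with NR2E3 transfected cells and 100% = cells lacking NR2E3 construct; higher means lower luciferase signal from less NR2E3 corepressor binding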
# Peg3 promoter: reduces Peg3 promoter-driven luciferase expression in HeLa. HeLa PEG-Prom luciferase reporter, luminescence, overnight. inhibition, % at 20 µM. 1.7% of 360,000 active;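 active = inhibition of at least 50% at 20 µM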
# TRPM1 prom inh: MITF TRPM1 promoter inhibition in SK-MEL-5 cells; SK-MEL-5 TRPM1 promoter luciferase, 24 h; AID 488899; inhibition, % at 12.5 µM; 0.83% of 330,000 active;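 active = mean inhibition across replicates of 60% or more, whatever share of single replicates reaches that level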; note: values of inactives mirror those of a sister screen read the other way
# HIF-2a inh: blocks HIF-2a reporter activity; 0.72% of 360,000 active; inhibition, % at 18.8 µM; 786-0 RCC cells HIF-2a reporter, luciferase luminescence, overnight;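 active = inhibition of the luminescence signal of 40% or more relative to plate controls, in a single-dose primary screen at 18.75 µM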
# NR2E3 ag-2: agonists of human nuclear receptor NR2E3; GST-NR2E3/biotin-RetCOR TR-FRET, 1536-well; AID 2300; 0.12% of 320,000 active; Q9Y5X4; inhibition of corepressor binding, % at 4.78 µM;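 active = percent inhibition above the cutoff of mean plus 3 SD of all tested compounds, set per screening campaign, cut at about 20% in these data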;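 note: 0% = DMSO wells and 100% = biotin wells as full block of FRET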
#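 Test system: GST-NR2E3 and biotin-RetCOR proteins | Quantity: 1.35 nM GST-tagged NR2E3 final | Medium: Tris pH 7.5 | Also added: 7 nM biotin-RetCOR | Dosing: Compound at 4.8 µM, single dose | Timing: 5 h at 4 °C | Detection: Time-resolved FRET | Read-out basis: Percent inhibition | Benchmarks: Biotin wells as high control, 0.6% DMSO wells as low control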
# Shn3 inh set2: Schnurri-3 reporter inhibition in Clone20 osteoblasts. Clone20 osteoblast Shn3 3'UTR firefly luciferase, 24 h. inhibition, % at 12.5 µM. 0.52% of 360,000 active. AID 588674;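 active = mean inhibition of at least 75% with every replicate also reaching 75%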;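 note: 0% = median of neutral control wells and 100% = pilot-screen positive control compound; some compounds past the cut are filed as inactive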
# PDI turbidity: blocks human protein disulfide isomerase activity. P07237. PDI insulin aggregation turbidity, A650, 90 min. inhibition, % at 10 µM. 0.052% of 350,000 active;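 active = mean inhibition across replicates of 30% or more, whatever share of single replicates reach that level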;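 note: absorbance from insulin aggregation driven by PDI reduction with DTT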
# Target sequence (P07237 whole entry, looked up): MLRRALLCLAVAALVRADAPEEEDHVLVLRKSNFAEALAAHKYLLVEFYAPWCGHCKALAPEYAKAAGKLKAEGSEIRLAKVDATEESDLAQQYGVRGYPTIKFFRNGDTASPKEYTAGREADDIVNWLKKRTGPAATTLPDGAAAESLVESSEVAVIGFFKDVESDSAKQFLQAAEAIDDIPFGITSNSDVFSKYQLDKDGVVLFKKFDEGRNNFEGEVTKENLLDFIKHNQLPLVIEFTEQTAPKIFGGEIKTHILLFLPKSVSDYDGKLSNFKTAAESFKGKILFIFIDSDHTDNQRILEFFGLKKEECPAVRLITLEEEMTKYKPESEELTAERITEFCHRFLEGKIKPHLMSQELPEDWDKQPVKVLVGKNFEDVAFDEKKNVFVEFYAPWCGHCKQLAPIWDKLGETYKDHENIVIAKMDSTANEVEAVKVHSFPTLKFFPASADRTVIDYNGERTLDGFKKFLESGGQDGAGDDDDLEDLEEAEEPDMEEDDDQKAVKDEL
# iPSC survival up: increases survival of single human iPS cells. hiPSC single-cell survival, ATPlite luminescence; 100% = ROCK inhibitor wells, 0% = DMSO. survival enhancement, % at 20 µM. 0.044% of 360,000 active; in the data active = survival enhancement above about 18%;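 note: cells exposed to compounds for 16 hours before the ATP read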
# Starred values were filed as active, the others as inactive; x = no result given.
[1] COc1ccc(C)cc1NS(=O)(=O)c1cc(C)ccc1C
[2] N/C(=N\N=C\c1ccco1)SC1CC(=O)N(c2ccc(C(=O)O)cc2)C1=O (stereo not given)
[3] COc1ccc(C2CCCN2C(=O)Nc2ccc(C)c(C)c2)cc1OC (stereo not given)
[4] CC(C)CN(CC(C)C)S(=O)(=O)N1CCC(C(=O)NCc2ccco2)CC1
[5] Cc1cccnc1NC(=S)NC(=O)c1cccs1
[6] Cc1noc(C)c1C(=O)OCC(=O)Nc1ccccc1Oc1ccccc1
[7] CCCCNC(=O)CCCCC(=O)N/N=C/c1cccc(Cl)c1
[8] Cc1ccc(NC(=O)c2c([N+](=O)[O-])c(C(C)(C)C)nn2C)cc1
Compound,1,2,3,4,5,6,7,8
Cardio protect,-6,1,4,-2,-14,-2,-4,-5
Shn3 inh set2,-2,1,-3,-5,-53,5,1,-20
PDI turbidity,-6,-3,0,-1,-5,10,4,-16
NR2E3 ag-1,2,-6,-8,-12,-135,3,-10,-26
TRPM1 prom inh,0,8,-9,11,-35,-17,-9,2
m5-HT2A agonist,-3,0,4,1,3,5,2,-1
CaV13 ICDI inh,-3,-8,-8,-4,-8,x,-6,-5
HIF-2a inh,11,21,-62,5,-253,5,10,-7
NR2E3 ag-2,3,1,1,2,-4,-3,-4,1
Peg3 promoter,28,5,-23,15,-222,6,0,0
iPSC survival up,-2.0,-0.3,-0.6,0.2,-2.1,-2.5,4.3,0.8

# Down the list, quoted from above.
# Entries 2–8 in Peg3 promoter: 5, -23, 15, -222, 6, 0, 0

# (listing goes on)
[9] CC(C)(C)NC(=O)COC(=O)c1cc(Cl)ccc1[N+](=O)[O-]
[10] COC(=O)c1cc(S(=O)(=O)N2CCOCC2)c(N2CCOCC2)cc1N1CCOCC1
[11] CN(C)c1nc(-c2ccc([N+](=O)[O-])cc2)cs1
[12] Cc1nc2c(sc3nc(N4CCOCC4)c4c(c32)CC(C)(C)OC4)c(-c2ccc(Cl)cc2)c1C(=O)O
[13] CCc1nc2c(OCC=C(C)C)cccn2c1N(C)C(=O)c1ccccc1F
[14] Clc1ccc(-c2ncc3ccccn23)c(Cl)c1
[15] Cc1ccc(C(=O)NCC(=O)Nc2ncccc2C)s1
[16] COc1ccc(NC(=S)N2CCc3ccccc3C2)cc1OC
[17] CC(C)C(c1nnnn1Cc1ccccc1)N(Cc1ccco1)Cc1cccs1 (stereo not given)
[18] CCOC(=O)CC(NC(=O)c1ccco1)c1ccc(C)cc1 (stereo not given)
[19] CC(C)C(=O)Nc1ccc(O)c(-c2csc(N)n2)c1
Compound,9,10,11,12,13,14,15,16,17,18,19
Cardio protect,7,-3,-18,2,19,1,-2,-5,-24,2,4
Shn3 inh set2,-48,3,-16,19,3,2,2,1,29,5,6
PDI turbidity,-2,1,1,0,1,3,-5,-1,4,0,1
NR2E3 ag-1,-32,-1,-65,-14,-15,-48,4,-10,8,8,-11
TRPM1 prom inh,-14,6,-73,13,x,8,8,-13,4,12,-11
m5-HT2A agonist,0,-1,2,6,6,2,7,-4,2,2,3
CaV13 ICDI inh,-6,-1,-5,-35,-6,-2,-6,-4,-4,-5,-9
HIF-2a inh,11,9,-253,21,5,-58,-1,-124,-6,13,-20
NR2E3 ag-2,3,x,-2,0,x,1,3,-3,0,0,6
Peg3 promoter,8,0,-273,29,-11,-12,-12,-41,24,-4,4
iPSC survival up,0.5,-1.3,6.7,1.3,-0.2,0.2,0.0,0.1,-0.4,-2.0,-0.1

# 2 entries from above, field by field:
[12] Cc1nc2c(sc3nc(N4CCOCC4)c4c(c32)CC(C)(C)OC4)c(-c2ccc(Cl)cc2)c1C(=O)O
  Cardio protect: 2
  Shn3 inh set2: 19
  PDI turbidity: 0
  NR2E3 ag-1: -14
  TRPM1 prom inh: 13
  m5-HT2A agonist: 6
  CaV13 ICDI inh: -35
  HIF-2a inh: 21
  NR2E3 ag-2: 0
  Peg3 promoter: 29
  iPSC survival up: 1.3

[13] CCc1nc2c(OCC=C(C)C)cccn2c1N(C)C(=O)c1ccccc1F
  Cardio protect: 19
  Shn3 inh set2: 3
  PDI turbidity: 1
  NR2E3 ag-1: -15
  TRPM1 prom inh: x
  m5-HT2A agonist: 6
  CaV13 ICDI inh: -6
  HIF-2a inh: 5
  NR2E3 ag-2: x
  Peg3 promoter: -11
  iPSC survival up: -0.2

# Looked up above.
# Under m5-HT2A agonist, no. 14 has the entry 2
# Under Shn3 inh set2, no. 10 has the entry 3

# Part of the list above, with two lines to a compound:
# Second line of a record – Cardio protect, Shn3 inh set2, PDI turbidity, NR2E3 ag-1, TRPM1 prom inh, m5-HT2A agonist, CaV13 ICDI inh, HIF-2a inh, NR2E3 ag-2, Peg3 promoter, iPSC survival up
[12] Cc1nc2c(sc3nc(N4CCOCC4)c4c(c32)CC(C)(C)OC4)c(-c2ccc(Cl)cc2)c1C(=O)O
 : 2, 19, 0, -14, 13, 6, -35, 21, 0, 29, 1.3
[13] CCc1nc2c(OCC=C(C)C)cccn2c1N(C)C(=O)c1ccccc1F
 : 19, 3, 1, -15, x, 6, -6, 5, x, -11, -0.2
[14] Clc1ccc(-c2ncc3ccccn23)c(Cl)c1
 : 1, 2, 3, -48, 8, 2, -2, -58, 1, -12, 0.2
[15] Cc1ccc(C(=O)NCC(=O)Nc2ncccc2C)s1
 : -2, 2, -5, 4, 8, 7, -6, -1, 3, -12, 0.0
[16] COc1ccc(NC(=S)N2CCc3ccccc3C2)cc1OC
 : -5, 1, -1, -10, -13, -4, -4, -124, -3, -41, 0.1
